Source: PubChem BioAssay (several laboratories)
M5 ag = CHRM5 agonism in calcium assay. 360,000 compounds, 0.19% hits. activation, % at 3 µM. CHO-K1 hM5 cells, Fluo-8 calcium fluorescence; 0% DMSO wells, 100% maximal acetylcholine response. P08912. AID 624037;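 active = activation above the run's mean over test compounds plus 3 SD, cut at about 23% in these data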;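 note: signal is peak over basal fluorescence ratio across the kinetic read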
Target sequence (P08912 whole entry, looked up): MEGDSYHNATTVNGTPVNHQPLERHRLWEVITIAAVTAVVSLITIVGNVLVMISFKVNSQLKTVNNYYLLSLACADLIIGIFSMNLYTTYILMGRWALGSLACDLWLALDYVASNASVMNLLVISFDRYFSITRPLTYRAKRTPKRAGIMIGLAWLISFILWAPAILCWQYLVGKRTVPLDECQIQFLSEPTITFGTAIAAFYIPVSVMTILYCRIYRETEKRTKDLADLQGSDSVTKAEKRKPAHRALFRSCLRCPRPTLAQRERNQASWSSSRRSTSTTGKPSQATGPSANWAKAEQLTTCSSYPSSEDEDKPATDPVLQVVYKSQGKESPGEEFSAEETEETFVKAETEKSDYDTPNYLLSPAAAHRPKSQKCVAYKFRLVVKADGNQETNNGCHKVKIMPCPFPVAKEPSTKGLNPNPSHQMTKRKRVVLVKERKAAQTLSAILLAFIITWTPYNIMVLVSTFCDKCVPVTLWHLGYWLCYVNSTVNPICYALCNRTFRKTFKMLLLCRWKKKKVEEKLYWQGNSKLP
CHRM5 antagonist = blocks acetylcholine activation of human M5 receptor. P08912. CHO-hM5 cells, Fluo-8 calcium fluorescence, ACh EC80. inhibition, % at 3 µM. 360,000 compounds, 0.59% hits. AID 624040;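 active = inhibition above a per-plate cutoff, the mean of that plate's test compounds plus 3 SD, cut at about 27% in these data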;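 note: 0% = acetylcholine EC80 with DMSO and 100% = DMSO without agonist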
TAAR1 antag = antagonists of human TAAR1; Q96RJ0; CHO RD-HGA16 TAAR1, Fluo-8 calcium fluorescence, antagonist; inhibition, % at 3 µM; 360,000 compounds, 1.5% hits; AID 624466;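 active = inhibition above a per-plate cutoff, the mean inhibition of test compounds on that plate plus 3 SD, cut at about 49% in these data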;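 note: 0% = DMSO plus EC80 beta-PEA response and 100% = DMSO alone without agonist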
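System: CHO RD-HGA16 cells bearing hTAAR1. Reagent: EC80 β-phenethylamine stimulus. Schedule: seeding 17-24 h prior, 75-min 37 °C, 30-min RT dye loading. Signal: Fluo-8 intracellular calcium dye fluorescence, real-time kinetic reads. Read-out: % inhibition from peak post-agonist over basal fluorescence ratio. Benchmarks: vehicle wells and EC80 agonist wells. Replicates: n of 1.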
TAAR1 ag = agonists of human TAAR1; Q96RJ0; activation, % at 3 µM; 360,000 compounds, 0.99% hits; CHO RD-HGA16 TAAR1, Fluo-8 calcium fluorescence; vehicle wells 0%, saturating PEA agonist 100%;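 active = activation above the mean activation of all test compounds in the run plus 3 SD, cut at about 38% in these data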
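Repeats: no replicates (n 1) | Material: CHO-derived RD-HGA16 cells with stable Gα16 and human TAAR1 | Technique: Kinetic Fluo-8 calcium fluorescence | Schedule: 17-24 h seeding, 75 min 37 °C dye, 30 min RT | Evaluation: % activation from peak over basal fluorescence ratio, DMSO-to-PEA scaled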
CHO-K1 Ca PAM = M1 PAM counterscreen hit in parental CHO-K1 cells. ATP EC20, Fluo-8 calcium fluorescence; 0% at ATP EC20, 100% at ATP max. activation, % at 3 µM. 360,000 compounds, 0.02% hits. AID 602247;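 active = activation above the run cutoff, the mean activation of all test compounds plus 3 SD, cut at about 40% in these data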;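 note: peak over basal fluorescence ratio in a 140 s read after ATP addition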
CHRM5 PAM = potentiates acetylcholine response at human M5 receptor | CHO-K1 hM5, Fluo-8 calcium, ACh EC20 PAM; 0% = ACh EC20, 100% = ACh EC100 | activation, % at 3 µM | 360,000 compounds, 0.3% hits | AID 624038;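 active = activation above the run cutoff, the mean activation of all test compounds plus 3 SD, cut at about 18% in these data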
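Assay system – human M5 receptor in CHO-K1 cells · Read-out – % activation, ACh-normalized · Technique – Fluo-8 calcium fluorescence · Dosing – single-point, 3 µM nominal · Incubation – Fluo-8 loading 80 min at 37 °C plus 30 min room temperature · Repeats – singlicate, one well per test compound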
CRFBP-R2 block = CRF-BP/CRF-R2 complex antagonism; 350,000 compounds, 0.59% hits; HEK293 CRF-R2/CRF-BP, CRF-induced calcium fluorescence; inhibition, % at 11.8 µM; AID 588475;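 active = inhibition of the ligand-induced calcium signal above about 50% at the single tested concentration, limit read from the data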
CRFR2-BP ag = agonists of human CRF-binding protein/CRF-R2 receptor complex. HEK293 CRF-R2/CRF-BP, calcium dye fluorescence (FLIPR); percent of saturating CRF peptide response. activation, % at 13.2 µM. 350,000 compounds, 0.46% hits. AID 588473;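 active = activation of at least 50%, plus an integration ratio under a set limit after plate pattern correction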;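 note: plate controls were neutral control wells without compound for no effect and CRF at EC100 for full effect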
M4 PAM = positive allosteric modulators of human muscarinic M4 receptor; activation, % at 3 µM; CHO-K1 hM4/Gqi5, Fluo-8 calcium fluorescence, ACh EC20; 0% = ACh EC20, 100% = maximal ACh; 360,000 compounds, 0.4% hits;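 active = activation above its plate's cutoff, the mean activation of sample wells plus 3 SD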; note: some results filed as inactive read as strong as hits
Target sequence (P08173 whole entry, looked up): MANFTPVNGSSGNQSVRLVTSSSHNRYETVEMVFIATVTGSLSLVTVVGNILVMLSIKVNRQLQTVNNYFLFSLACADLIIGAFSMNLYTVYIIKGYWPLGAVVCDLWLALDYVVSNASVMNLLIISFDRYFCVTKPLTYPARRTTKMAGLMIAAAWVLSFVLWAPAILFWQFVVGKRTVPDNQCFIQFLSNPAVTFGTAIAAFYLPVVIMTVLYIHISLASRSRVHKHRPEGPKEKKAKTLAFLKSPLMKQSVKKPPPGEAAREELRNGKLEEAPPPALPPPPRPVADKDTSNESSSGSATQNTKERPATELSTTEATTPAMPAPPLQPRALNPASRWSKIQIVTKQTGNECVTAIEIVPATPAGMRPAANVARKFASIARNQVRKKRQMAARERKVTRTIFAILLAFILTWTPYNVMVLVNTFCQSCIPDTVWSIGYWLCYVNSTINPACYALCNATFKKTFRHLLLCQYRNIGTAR
Numbers without * were called inactive; x = no result given.

The opening four entries, ahead of the listing:
SMILES	M5 ag	CHRM5 antagonist	TAAR1 antag	TAAR1 ag	CHO-K1 Ca PAM	CHRM5 PAM	CRFBP-R2 block	CRFR2-BP ag	M4 PAM
CCOC(=O)N1CCN(C2CCCN(C(=O)c3ccccc3SC)C2)CC1 (stereo not given)	-5	13	-16	1	1	-5	2	-1.6	2
C=CCOc1ccccc1CNn1c(C)n[nH]c1=S	-1	3	3	0	12	-2	9	0.3	1
COc1ccc(CCC(=O)NCCS(=O)(=O)N2CCN(c3ccccc3OC)CC2)cc1	8	7	59*	17	-7	-16	-14	1.0	-13
O=C(Nc1ccc(F)cc1)c1ccc2ncsc2c1	-1	5	2	3	2	-2	-16	-1.0	-1

The list itself, from the first entry:
SMILES	M5 ag	CHRM5 antagonist	TAAR1 antag	TAAR1 ag	CHO-K1 Ca PAM	CHRM5 PAM	CRFBP-R2 block	CRFR2-BP ag	M4 PAM
CCOC(=O)N1CCN(C2CCCN(C(=O)c3ccccc3SC)C2)CC1 (stereo not given)	-5	13	-16	1	1	-5	2	-1.6	2
C=CCOc1ccccc1CNn1c(C)n[nH]c1=S	-1	3	3	0	12	-2	9	0.3	1
COc1ccc(CCC(=O)NCCS(=O)(=O)N2CCN(c3ccccc3OC)CC2)cc1	8	7	59*	17	-7	-16	-14	1.0	-13
O=C(Nc1ccc(F)cc1)c1ccc2ncsc2c1	-1	5	2	3	2	-2	-16	-1.0	-1
CC(=O)Nc1ccc(NS(=O)(=O)c2ccc(-c3csc(C)n3)s2)cc1	1	-1	-29	2	10	-1	-3	-3.0	-3
COCCN(C(=O)CSc1nnc(-c2ccccc2F)o1)c1c(N)n(Cc2ccccc2)c(=O)[nH]c1=O	-1	-4	2	4	11	-1	-5	0.0	6
Cc1cc(S(=O)(=O)NCc2cccs2)ccc1-n1cnnn1	1	-2	19	2	-4	-3	14	0.4	-8
CCOC(=O)c1c(-c2ccc(C)cc2)csc1NC(=O)CCN1CC(C)OC(C)C1 (stereo not given)	-6	4	25	6	16	-8	15	-0.1	-11
O=[N+]([O-])c1ccc(N2CCN(c3ccc(F)cc3)CC2)nc1	-1	5	-7	2	14	-1	5	1.3	5
CC1=C(C(=O)NC(C)c2ccccc2)C2(CCC(C)CC2)OC1=O (stereo not given)	-2	3	-10	6	-15	-2	3	-0.2	-9
COc1ccc(C(CC(=O)O)NS(=O)(=O)c2ccc3c(c2)N(C(C)=O)CC(C)O3)cc1 (stereo not given)	-4	10	-16	2	16	0	-5	2.3	3
CCOc1ccc(NC(=S)NCCCN2CCN(c3ccc(OC)cc3)CC2)cc1	0	0	-13	0	9	-2	4	1.5	-13
COCCCC1CCN(C(=O)C2CCC(=O)N(CCCc3ccccc3)C2)CC1 (stereo not given)	0	15	-30	3	-5	1	-1	-0.9	2
CN(CCOc1ccccc1)C(=O)C1CCN(C(=O)c2ccc(F)cc2)CC1	-2	-14	-23	2	4	0	-2	1.5	5
O=C(Nc1cc(-c2ccccc2)[nH]n1)c1ccccc1	3	-6	-9	3	7	0	-4	0.3	-2
O=C(CSc1nc2ccccc2n1CC(=O)N1CCCC1)Nc1nccs1	2	-6	-19	7	12	3	5	-0.3	13
C/C(=N\NC(=S)NC1CCCCC1)c1c(F)cccc1F	-7	12	5	5	8	1	5	-1.4	-1
COC(=O)C1=C(C(=O)OC)[C@@H]2N(Cc3ccccc3)c3ccccc3[C@@]23C[C@@H](C(=O)OC)N(C(=O)c2ccc(Br)cc2)C3=N1	0	9	x	x	23	1	4	0.6	5
C/C(=N/NS(C)(=O)=O)c1ccc2ccccc2c1	-1	2	-30	5	0	-4	-3	1.3	4
O=C(Cc1csc(NC(=O)Nc2ccc(Cl)cc2)n1)NCc1cccnc1	4	0	7	22	6	-8	3	0.3	8
O=C(CNC(=O)c1cccc(-n2cccc2)c1)Nc1ccccc1Br	0	1	-4	1	7	-4	3	-0.2	-2
COCCNC(=O)CN(C(=O)CCC(=O)Nc1ccccn1)c1ccc(C)cc1C	2	-5	0	5	1	6	-3	0.4	-6
Cc1ccc(C)c2[nH]c(=O)c(C(c3nnnn3CCc3ccccc3)N3CCOCC3)cc12 (stereo not given)	2	-8	19	21	-6	8	-8	-2.7	-2
CCCOc1cccc(C2C(C(=O)c3ccco3)=C(O)C(=O)N2CCCn2ccnc2)c1 (stereo not given)	-5	3	-12	1	-12	-3	-16	2.0	-4
COc1cccc(-n2c(CN3CCN(c4ccccn4)CC3)nc3ccc([N+](=O)[O-])cc3c2=O)c1	-1	13	13	-1	11	-22	-6	0.1	-23
CSc1nc2nccc(-c3ccc(Oc4ccccc4)cc3)n2n1	-2	0	56*	11	9	-12	-26	2.6	1
Nc1cc(S(=O)(=O)Nc2ccc(Cl)cc2)ccc1N1CCOCC1	17	19	8	21	-17	-23	-4	8.8	-20
Cc1cccc(-c2nc3c(c(SCC(=O)N4CCCC4)n2)COC(C)(C)C3)c1	-2	-1	13	0	6	-7	-19	-0.4	4
COc1ccccc1C(=O)NCC(=O)NCCCN1CCOCC1	2	-5	25	1	-19	1	0	0.1	8
O=C(Nc1ccc(Oc2c(F)c(F)c(F)c(F)c2F)cc1)OC1CCN2Cc3ccccc3N=C12 (stereo not given)	-7	1	x	x	5	-9	-11	5.2	-11
COc1cccc(N(C(=O)c2snc(C(N)=O)c2N)C(C(=O)NCc2ccccc2)c2ccc(O)cc2)c1 (stereo not given)	-1	31*	54*	9	4	-12	3	0.6	-9
CNC(=O)c1sc(Nc2ccc(OCc3ccccc3)cc2)nc1C	-2	8	23	0	15	-5	4	-0.7	-12
CN(C)S(=O)(=O)c1cc(NC(=O)COC(=O)Cc2ccc(Br)cc2)ccc1Cl	3	1	-7	6	14	-8	-9	5.0	-10
COCCNC(=O)C1(C)CCCN(C(=O)c2ccc(-c3ccccc3)cc2)C1 (stereo not given)	2	-1	-5	1	-5	0	x	x	0
CCc1ccc2c(c1)C1(SC(NC(C)=O)=NN1C(C)=O)C(=O)N2CC (stereo not given)	-9	-3	-14	2	7	10	-2	-0.2	6
CCOc1cc(CNn2cnnc2SCC(=O)NC(C)(C)C)ccc1OCC(=O)NC(C)(C)C	-3	-4	17	5	28	-6	-14	0.7	-1
CN(C)S(=O)(=O)N1CCN(CC(=O)Nc2ccc(Br)cc2)CC1	-1	4	-9	4	8	-8	2	7.0	-1
CCOc1ccc(NC(=O)c2ccco2)c([N+](=O)[O-])c1	-2	-7	-16	-2	19	3	-1	0.5	-2
COc1ccc(NC(=O)c2cc(C)cc(C)c2)cc1[N+](=O)[O-]	-4	9	12	6	-15	-2	12	-4.4	-3
Cc1ccc(CCNC(=O)CCn2ccc3cc(S(=O)(=O)N4CCCC4)ccc32)cc1	-2	2	-14	-1	-4	3	-7	0.5	-3
CCc1ccc(NC(=O)c2cccnc2)cc1	-2	3	-15	2	25	5	8	-1.0	6
COc1ccc2cc(N3CCCC3=O)ccc2c1	5	5	-1	1	14	3	1	-2.8	4
O=C(c1ccco1)N1CCN(C(=O)c2cnn3c(C(F)(F)F)cc(-c4cccs4)nc23)CC1	2	5	-5	8	17	-2	7	0.3	2
O=C1CCCC2=C1C(c1ccc(O)c(O)c1)Nc1ccc3ncccc3c12 (stereo not given)	-5	-10	-8	3	6	-6	-10	-0.1	1
CCc1ccc(N(CC(=O)NCc2ccc(OC)cc2)C(=O)CCC(=O)Nc2ccccn2)cc1	-1	-2	-7	2	-5	0	16	0.6	6
O=C(CCN1c2ccccc2Sc2ccccc21)Nc1ccccc1	-5	2	27	7	10	-7	1	-1.0	-7
CCc1ccc([C@@H]2C[C@H]3[C@@H](CN2S(=O)(=O)c2ccc(C)cc2)C(=O)C[C@@H](c2ccc(C)cc2)N3S(=O)(=O)c2ccc(C)cc2)cc1	1	1	-4	1	9	-7	5	0.0	3
Cc1ccc(CS(=O)Cc2ccc(C(=O)N3CCN(C4CCCCC4)CC3)o2)cc1 (stereo not given)	-6	-7	-13	3	-3	6	4	-0.3	1
O=C(CCc1ccccc1)Nc1cccc(S(=O)(=O)N2CCOCC2)c1	6	-10	-10	11	11	5	1	-0.3	6
CCCSc1nc(O)c(C2OC(=O)c3c2ccc(OC)c3OC)c(=O)n1-c1ccccc1 (stereo not given)	1	2	-3	-1	17	4	-7	-2.8	10
COc1cccc(COC(=O)C2CCN(S(=O)(=O)c3ccc(C)cc3C)CC2)c1OC	2	19	47	4	-33	-27	8	4.7	-15
COc1ccc(NC(=S)NCc2ccco2)c(OC)c1	0	-1	8	2	23	7	-6	1.2	17
CCOc1ccccc1-c1ccc2nccn2c1	-3	11	10	0	-8	-20	x	x	-11
COc1ccc(C(=O)n2nc(-c3ccco3)nc2SC)cc1OC	-1	-5	14	2	6	3	-5	-0.4	-7
CCCC/C(O)=C1\C(=O)CC(C)(C)CC1=Nc1ccccc1OC	-5	-1	-1	9	23	4	-2	-1.4	-3
O=C(NCCN1CCN(c2ccccc2)CC1)C1CCN(S(=O)(=O)c2cccc3nonc23)CC1	-10	-2	-7	20	23	-5	-11	-1.0	16
CCOC(=O)N/N=C/C=C/c1ccccc1	3	-4	-2	2	9	4	-11	-1.1	1
O=C(CSc1nc2ccc(Cl)cc2[nH]1)c1cccs1	-3	-4	-11	1	-4	4	-12	1.2	-10
Cc1ccc(C)c(C(O)c2ncc(-c3cccc(F)c3)[nH]2)c1 (stereo not given)	3	-4	17	6	-5	-6	x	x	5
COc1ccc2c(c1OC)C(=O)N1N=C(c3ccc(F)cc3)CC21 (stereo not given)	3	-15	-4	6	21	2	-6	1.0	2
Later entries.
SMILES	M5 ag	CHRM5 antagonist	TAAR1 antag	TAAR1 ag	CHO-K1 Ca PAM	CHRM5 PAM	CRFBP-R2 block	CRFR2-BP ag	M4 PAM
COc1cc(/C=C(\NC(C)=O)C(=O)NC(C)(C)C)ccc1OC(C)=O	10	-2	-17	6	17	0	25	-3.6	-1
COc1ccc(-c2csc(Cc3nnc4n3CCCCC4)n2)cc1OC	1	-3	4	10	20	4	30	-0.7	11
Cc1c(C(=O)N(Cc2ccco2)Cc2cccs2)oc2ccccc12	-5	-1	-13	0	27	5	0	-1.3	6
Cc1cc(C)nc(SCc2cc(=O)c(OC(=O)c3cccc([N+](=O)[O-])c3)co2)n1	0	-7	1	0	4	5	16	-1.9	3
CC(=O)NC(C)c1cc(Cl)c2ccccc2c1O (stereo not given)	-5	13	5	2	-5	-1	2	-3.3	9
Cc1ccc(C(=O)N2CCC(C(=O)c3ccc(Cl)cc3)CC2)cc1	0	3	-10	-1	11	-9	19	-0.1	-5
COC(=O)C1=C(C)N(Cc2ccc(OC)c(OC)c2)C(=O)C1	1	-2	24	10	14	-9	-2	0.7	-7
